# Bioassay records from PubChem.
# Rin1 Abl inh = inhibitors of Rin1-Abl protein binding, primary screen, biochemical, TR-FRET | 360,000 tested, 0.4% active | inhibition, % at 7.35 µM | Tyrosine-protein kinase ABL1 (Homo sapiens) + Ras and Rab interactor 1 (Homo sapiens), …; in the data active means inhibition above about 5%, passing the limit was not always enough
# SKN-1 block = suppressors of acrylamide-induced Pgst-4::GFP reporter in worms, primary screen, SKN-1 inhibitor project, whole organism, uHTS, GFP/RFP fluorescence ratio, strain VP596. C. elegans VP596 Pgst-4::GFP/RFP ratio, 24 h. inhibition, % at 21.8 µM. 360,000 tested, 0.49% active;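 active means interference check ratio from 0.5 to 1.5 plus GFP to RFP signal ratio inhibition reaching or exceeding a fixed threshold, cut at about 30% in these data, passing the limit was not always enough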; further: some compounds called inactive have numbers as strong as hits
# FAS-TE inh = FAS thioesterase domain inhibitors, primary screen, biochemical, fluorescence intensity, uHTS | Fatty acid synthase (Homo sapiens), P49327 | recombinant FAS-TE, OMFH fluorogenic substrate, fluorescence endpoint | 360,000 tested, 0.67% active | inhibition, % at 15 µM;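 active means compounds whose normalised, plate-corrected inhibition of enzyme fluorescence in the single-dose primary screen is 50% or more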;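 further: 0% = DMSO with enzyme and 100% = substrate without enzyme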
# MLLE-PAM2 inh = inhibitors of PABP1 MLLE–PAM2 peptide binding, primary screen, biochemical, fluorescence polarization, FITC-PAM2, GST-MLLE; 360,000 tested, 0.36% active; inhibition, % at 20 µM; in the data active means inhibition above about 35%, passing the limit was not always enough;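 further: plate controls were DMSO wells with GST-MLLE for no effect and wells lacking GST-MLLE protein for full effect; some results filed as inactive read as strong as hits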
# Rpn11 block = Rpn11 (PSMD14) deubiquitinase inhibitors, primary screen, biochemical, fluorescence polarization, uHTS | human 26S proteasome, Ub4-pepOG fluorescence polarization; 20S core pre-blocked with epoxomicin | calls only at 20 µM | 360,000 tested, 0.59% active | AID 588493, 2011;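 active means inhibition at 20 µM, scaled to each plate's controls, above about 33%, limit read from the data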
# Target sequence (O00487 whole entry, looked up): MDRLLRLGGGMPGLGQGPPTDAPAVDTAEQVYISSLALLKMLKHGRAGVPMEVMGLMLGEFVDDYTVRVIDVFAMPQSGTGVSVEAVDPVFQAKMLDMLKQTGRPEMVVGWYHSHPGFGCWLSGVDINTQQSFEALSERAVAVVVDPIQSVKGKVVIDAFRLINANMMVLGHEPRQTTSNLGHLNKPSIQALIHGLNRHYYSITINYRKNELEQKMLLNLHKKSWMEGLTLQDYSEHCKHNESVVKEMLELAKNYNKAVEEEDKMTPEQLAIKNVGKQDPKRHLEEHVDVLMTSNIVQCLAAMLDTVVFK
# Neddylation inh = inhibitors of cullin neddylation, primary screen, biochemical, TR-FRET, uHTS, NAE and Ubc12 | NEDD8-conjugating enzyme Ubc12 (Homo sapiens) + NEDD8-activating enzyme E1 regulatory … | calls only at 25 µM | 360,000 tested, 0.58% active | AID 651699, 2012; in the data active means inhibition above about 36%
# NadD block = inhibitors of S. aureus NadD, primary screen, biochemical, colorimetric, uHTS | inhibition, % at 20 µM | purified NadD enzyme, colorimetric absorbance read-out | 360,000 tested, 0.78% active; in the data active means inhibition above about 26%; further: some compounds past the cut are filed as inactive
# CSN inh = inhibitors of CSN-mediated cullin deneddylation, primary screen, biochemical, fluorescence polarization, uHTS; COP9 signalosome complex subunit 5 (Homo sapiens), Q92905; Purified CSN, SCF-Nedd8-OG deneddylation; inhibition, % at 12.5 µM; 360,000 tested, 0.38% active;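 active means pattern-corrected inhibition above about 35%, with an unprinted fluorescence ratio check between 0.5 and 1.5, limit read from the data, passing the limit was not always enough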;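 further: 0% = enzyme with substrate and 100% = substrate without enzyme; some results filed as inactive read as strong as hits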
# Target sequence (Q92905 whole entry, looked up, one chain of several): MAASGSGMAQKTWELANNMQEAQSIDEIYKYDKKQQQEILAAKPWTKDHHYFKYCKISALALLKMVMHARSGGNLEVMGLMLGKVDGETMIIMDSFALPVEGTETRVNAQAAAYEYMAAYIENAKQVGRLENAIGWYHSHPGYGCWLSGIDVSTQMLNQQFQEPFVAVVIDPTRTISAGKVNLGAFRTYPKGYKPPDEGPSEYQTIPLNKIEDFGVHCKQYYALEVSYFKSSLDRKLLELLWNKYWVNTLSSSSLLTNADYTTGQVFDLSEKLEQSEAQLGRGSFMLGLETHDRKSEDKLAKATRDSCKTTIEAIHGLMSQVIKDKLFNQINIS
#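 Assay system: Purified human Csn5 enzyme expressed in HEK293T cells | Amount: Enzyme 0.24 nM | Measured by: Fluorescence polarization readout | Medium: Tris/NaCl/DTT buffer, pH 7.5 | Compound dosing: One concentration, 12.5 µM, 0.25% DMSO | Times: 90 min incubation of compound, enzyme and substrate at room temperature | Control set: no-enzyme wells high, enzyme-with-substrate wells low | Read-out: % inhibition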
# MT1-MMP act inh = blockers of MT1-MMP proenzyme processing, primary screen, HT1080 RFP-PRO-GFP cells, GFP/RFP fluorescence; Matrix metalloproteinase-14 (Homo sapiens), P50281; GFP/RFP ratio fluorescence, overnight; percent of plate control window, DMSO zero; GFP/RFP ratio change, % at 20 µM; 360,000 tested, 0.061% active; AID 651647, 2012;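 active means GFP/RFP ratio change of at least 30% with cell ATP level not reduced by more than half and red fluorescence within 50% of control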; further: strong numbers were not always called active
#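 Assay system: HT1080 RFP-PRO-GFP cells | Dosing: 20 µM single dose, 1% DMSO | Incubation: Cells overnight before dosing, compound overnight, 37 °C, 5% CO2 | Evaluation: GFP/RFP fluorescence ratio | Control set: DMSO-only wells and HT1080 RFP-L50D-GFP cell wells as references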
# The depositor's hits bear a star; i = inactive; nt = not tested or not shown; + = active, no number. Only part of the results is shown, so the mix of outcomes need not match the whole.
# Labels used below: A = Rin1 Abl inh; B = SKN-1 block; C = FAS-TE inh; D = MLLE-PAM2 inh; E = Rpn11 block; F = Neddylation inh; G = NadD block; H = CSN inh; I = MT1-MMP act inh
Molecule: Cc1noc(C)c1CC(=O)N1CCCC(N2CCN(c3ccccc3F)CC2)C1 (centres undefined)
  A: 1.1; B: 11.8; C: -8.8; D: -2.5; E: i; F: i; G: -11.6; H: 1.2; I: -3.4

Molecule: COc1ccc(CN2Cc3cc(-c4cccc(F)c4)ccc3-n3nncc3C2)cc1
  A: 3.1; B: 9.3; C: -0.5; D: 1.7; E: i; F: i; G: 2.9; H: -3.3; I: 1.1

Molecule: O=c1[nH]c(=O)n(CCc2ccc(F)cc2)c(O)c1/C=N/N1CCCCC1
  A: 1.0; B: -8.4; C: -2.2; D: -7.0; E: i; F: i; G: -1.7; H: -0.9; I: -1.7

Molecule: N=c1n(CCO)c2ccccc2n1Cc1ccccc1
  A: 1.3; B: -16.5; C: 4.1; D: 12.3; E: i; F: i; G: 1.2; H: -3.2; I: -1.5

Molecule: CCCCNC(=O)CN1C(=O)CN=C(c2ccccc2)c2ccccc21
  A: -4.0; B: 11.1; C: -3.5; D: -4.6; E: i; F: i; G: 0.6; H: -4.1; I: 1.1

Molecule: CCCNC(=O)c1c(N)n(CC2CCCO2)c2nc3ccccc3nc12 (centres undefined)
  A: 3.2; B: 10.4; C: 6.3; D: 0.6; E: i; F: nt; G: -0.5; H: 39.5*; I: -13.2

Molecule: O=C1NS(=O)c2cc([N+](=O)[O-])cc([N+](=O)[O-])c21 (centres undefined)
  A: -0.1; B: -0.4; C: -0.3; D: 34.2; E: i; F: i; G: 13.7; H: 6.2; I: 2.7

Molecule: C=CCn1c(O)c(C(C)=NC2CCN(Cc3ccccc3)CC2)c(=O)[nH]c1=O
  A: 2.1; B: -4.6; C: -7.5; D: 5.1; E: i; F: i; G: 2.1; H: 1.7; I: 3.1

Molecule: O=C(c1ccc2nc(-c3ccco3)c(-c3ccco3)nc2c1)N1CCC2(CC1)OCCO2
  A: 2.2; B: 24.6; C: -4.0; D: 31.1; E: i; F: i; G: 7.0; H: 13.1; I: 1.4

Molecule: O=C(c1cc(Br)ccc1Cl)N1CCC2(CC1)OCCO2
  A: -2.6; B: 8.7; C: -2.9; D: 11.4; E: i; F: i; G: -4.5; H: -2.5; I: nt

Molecule: Fc1ccc(C(OCCN2CCN(CCCc3ccccc3)CC2)c2ccc(F)cc2)cc1
  A: -2.3; B: -1.5; C: 19.2; D: -10.1; E: i; F: i; G: 7.7; H: -0.5; I: -3.9

Molecule: COC(=O)C1=C(c2ccc(F)cc2OCc2ccccc2)C[C@@H]2CC[C@H]1N2C(=O)NCc1ccccc1C(F)(F)F
  A: 2.6; B: 9.5; C: 24.1; D: 6.3; E: i; F: i; G: 3.9; H: 5.5; I: -15.8

Molecule: COCc1cc(OC(=O)N(C)C)nc(-c2ccccc2)n1
  A: -1.6; B: -5.0; C: -6.0; D: 3.8; E: i; F: i; G: -4.9; H: -1.2; I: -3.8

Molecule: Cc1ccc(C)c(NC(=S)NCCc2cnc[nH]2)c1
  A: -0.8; B: -8.1; C: -6.1; D: 15.0; E: i; F: i; G: -2.2; H: 0.9; I: 1.4

Molecule: Nc1c(C(=O)NCc2ccco2)c2nc3ccccc3nc2n1Cc1ccccc1
  A: 4.4; B: 14.7; C: 23.0; D: -27.3; E: i; F: nt; G: 16.7; H: 1.5; I: -16.8

Molecule: C[N+]12CN3CN(CN(C3)C1)C2
  A: 0.4; B: 4.7; C: -4.0; D: -129.8; E: i; F: i; G: 14.3; H: 2.5; I: -2.1

Molecule: CNC(=O)O/N=C(\N)Cc1csc2ccc(Cl)cc12
  A: -1.8; B: -4.5; C: -4.8; D: -2.1; E: i; F: i; G: -1.5; H: 4.3; I: 7.9

Molecule: COc1cc([N+](=O)[O-])c2ncccc2c1[N+](=O)[O-]
  A: 1.8; B: 36.3; C: -12.2; D: 2.0; E: i; F: i; G: 3.2; H: -1.2; I: 1.7

Molecule: CC1=C2[C@@H]3OC(=O)[C@H](C)C3CC[C@@]2(C)C=CC1=O (some centres undefined)
  A: 4.8; B: 7.7; C: -8.0; D: 11.5; E: i; F: i; G: -7.1; H: 2.4; I: -0.9

Molecule: CCC(Oc1cc(Cl)ccc1Cl)C(=O)N1CCC2(CC1)OCCO2 (centres undefined)
  A: -1.8; B: -0.9; C: -0.4; D: -3.4; E: i; F: i; G: 3.0; H: 4.1; I: 2.5

Molecule: CN(C=O)CP(=O)(O)CN(C)C=O
  A: 0.6; B: -20.4; C: -8.0; D: -3.2; E: i; F: i; G: 5.1; H: -1.6; I: -0.7

Molecule: O=[N+]([O-])c1cccc(NP(=O)(N2CC2)N2CC2)c1
  A: 0.3; B: 14.7; C: -7.2; D: -8.3; E: i; F: i; G: -3.5; H: -0.8; I: 5.4

Molecule: CCC(C)NC(=O)c1c(N)n(Cc2ccc3c(c2)OCO3)c2nc3ccccc3nc12 (centres undefined)
  A: 8.5*; B: 20.5; C: 18.7; D: -26.4; E: i; F: nt; G: 10.5; H: 33.8; I: -25.4

Molecule: CN1C2CNC(=O)CC1C1CCC2C1 (centres undefined)
  A: -0.1; B: 2.0; C: -4.3; D: 23.7; E: i; F: i; G: 0.5; H: 0.7; I: 1.2

Molecule: COc1ccc(C(O)c2cc(OC)ccc2OP(=O)(N(C)C)N(C)C)cc1 (centres undefined)
  A: -3.3; B: 6.7; C: -10.5; D: 13.7; E: i; F: i; G: -3.1; H: -3.8; I: 0.0

Molecule: COc1ccc(C2(C#N)CC[N+](C)(C)CC2)cc1
  A: -2.6; B: 5.2; C: -6.2; D: 2.1; E: i; F: i; G: -2.5; H: -4.8; I: 3.6

Molecule: COc1ccc(Cn2c(N)c(C(=O)NCc3ccco3)c3nc4ccccc4nc32)cc1
  A: -0.6; B: 15.9; C: 14.0; D: -41.8; E: +; F: nt; G: 30.0; H: 6.6; I: -28.9

# 4 entries from above in another layout:
Molecule	Rin1 Abl inh	SKN-1 block	FAS-TE inh	MLLE-PAM2 inh	Rpn11 block	Neddylation inh	NadD block	CSN inh	MT1-MMP act inh
COC(=O)C1=C(c2ccc(F)cc2OCc2ccccc2)C[C@@H]2CC[C@H]1N2C(=O)NCc1ccccc1C(F)(F)F	2.6	9.5	24.1	6.3	i	i	3.9	5.5	-15.8
COc1ccc(C(O)c2cc(OC)ccc2OP(=O)(N(C)C)N(C)C)cc1 (centres undefined)	-3.3	6.7	-10.5	13.7	i	i	-3.1	-3.8	0.0
COCc1cc(OC(=O)N(C)C)nc(-c2ccccc2)n1	-1.6	-5.0	-6.0	3.8	i	i	-4.9	-1.2	-3.8
C=CCn1c(O)c(C(C)=NC2CCN(Cc3ccccc3)CC2)c(=O)[nH]c1=O	2.1	-4.6	-7.5	5.1	i	i	2.1	1.7	3.1
